Compound activity from PubChem BioAssay.
DENV2 CPE = inhibitors of DENV2 cytopathic effect, primary screen, cell-based, plate reader, single concentration. CPE inhibition, % at 9.99 µM. 1.7% of 350,000 active. DENV2-infected cells, cytopathic effect rescue; in the data active = CPE inhibition above about 20%, passing the limit was not always enough; inconclusive = no clear call, values can overlap the other calls; tested in BHK-21 cells;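 also: 0% = median of neutral control wells and 100% = median of positive control wells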
miR-122 sensor = miR-122 Renilla sensor signal increase in Huh7, primary screen, miR-122 inhibitor project, cell-based, single point, plate reader; Huh7 miR-122 Renilla luciferase sensor, 48 h; neutral wells = 0, positive control = 100; activation (reporter increase), % at 12.5 µM; 0.3% of 340,000 active;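 active = mean replicate activation score at least 90 and every replicate individually at or above 90; inconclusive = only one of the two criteria met; inactive = neither criterion met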;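 also: higher luciferase means less miR-122 activity so hits act as miR-122 inhibitors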
GSIS activator = GLuc luminescence reporter in INS-1E cells, primary screen for activators of glucose-dependent secretion of insulin | 0.61% of 370,000 active | INS-1E GLuc reporter insulin secretion, 2-3 h | activation, % at 16.6 µM | AID 743287, 2014;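 active = lowest replicate activation of at least 40%, so every replicate reaches that level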;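 also: 0% = median of neutral control wells and 100% = median of IBMX positive control wells; some compounds called inactive have numbers as strong as hits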
PAX8 reporter = inhibitors of PAX8-driven TPO luciferase reporter, primary screen, RMG-I cells, single concentration; 1.2% of 360,000 active; SteadyGlo, 24 h; AID 652154, 2013; inhibition, % at 12.6 µM;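 active = mean replicate inhibition at least 60% with every replicate also reaching 60%; inconclusive = only one of the two criteria is met; inactive = mean below 60% and not all replicates reaching 60%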;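 also: luciferase light reporting Pax8 driven TPO promoter activity; plate controls were median of neutral control wells for no effect and mitoxantrone controls for full effect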
EWS-Fli inh = EWS/Fli-driven NR0B1 reporter inhibitors, primary screen, A673 cells, NR0B1 luciferase, luminescence, MLPCN library | inhibition, % at 12.6 µM | viability-normalised | 0.67% of 350,000 active | AID 651661, 2012;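 active = mean inhibition of at least 50% after viability correction, with every replicate also passing that limit; inconclusive = mean reaches 50% but only one of two replicates passes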;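 also: firefly luciferase signal divided by Alamar Blue viability fluorescence both relative to DMSO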
FN deposition inh = inhibitors of fibronectin matrix deposition, primary screen, AH1F cells, Alexa488-fibronectin fluorescence, plate reader; AH1F fibroblasts, overnight; 0.086% of 350,000 active; AID 743247, 2014; inhibition, % at 12.6 µM;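 active = mean inhibition across replicates of 30% or more, regardless of how many single replicates reach that level; inconclusive = mean under 30% yet at least half of replicates reach 30%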;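 also: positive control wells lacked labelled fibronectin entirely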
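Material: AH1F fibroblast monolayer depositing Alexa488-labelled fibronectin into matrix | Input: 10000 AH1F cells/well | Medium: DMEM plus 2% serum, read in PBS | Reagent: Alexa488-fibronectin, 24 nM final in well | Compound dosing: One dose per compound, pinned | Schedule: 1 h adhesion, overnight exposure | Measured by: Fluorescence at 485 nm excitation, 525 nm emission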
F508del corr = F508del CFTR correction, initial screen, CFBE line, single point; CFBE cells, YFP halide quenching; stimulated with forskolin plus potentiator P3; % fluorescence drop versus neutral controls; activity (quench increase), % at 7.58 µM; 0.36% of 350,000 active;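 active = mean added fluorescence quench of at least 8% versus neutral control, with both replicates also reaching 8%; inconclusive = only one of the mean or replicate conditions met; inactive = mean below 8% and not both replicates reaching 8%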;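 also: cells transiently co-express mutant CFTR-F508del with the halide-sensitive YFP; corrector assay measuring rescue of mutant channel to the surface after 24 h compound exposure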
* marks the source's active call; other numbers are inactive results; [ ] = remark or other dose.

How did CCOc1cccc(-c2c(C(=O)N/N=C(\C)c3ccncc3)nnn2-c2nonc2N)c1 do in these assays?
DENV2 CPE: 1.4; miR-122 sensor: -1.8; GSIS activator: 6.7; PAX8 reporter: -13.8; EWS-Fli inh: -5.7; FN deposition inh: 3.7; F508del corr: 4.5

How did COc1ccccc1NC(=O)CSc1nnc(C)o1 do in these assays?
miR-122 sensor: -1.4; PAX8 reporter: -3.6; FN deposition inh: -4.8

Results for COC(=O)Cn1cnc2c(Cl)nc(F)nc21 ?
DENV2 CPE: -4.9; miR-122 sensor: 0.1; GSIS activator: 4.5; PAX8 reporter: 32.3; EWS-Fli inh: 10.1; FN deposition inh: 2.6; F508del corr: -2.2

What do the screens show for `CNC(=O)COc1coc(CN2CCN(c3ccccc3F)CC2)cc1=O`?
DENV2 CPE: 2.2; miR-122 sensor: -1.8; GSIS activator: 14.9; PAX8 reporter: 0.0; FN deposition inh: 5.2; F508del corr: 0.2

Results for O=S(=O)(c1ccc(F)cc1)N1CCCCN2[C@H](C1)[C@H](c1ccc(C3=CCCCC3)cc1)[C@@H]2CO ?
DENV2 CPE: -4.4; miR-122 sensor: -0.5[16.7 µM]; GSIS activator: -3.1; PAX8 reporter: 16.3; EWS-Fli inh: 5.5; F508del corr: 0.5

Results for Fc1ccccc1-c1nnc2c3ccccc3nc(N3CCOCC3)n12 ?
miR-122 sensor: -4.3; PAX8 reporter: 8.5; FN deposition inh: 2.9

How did COc1cc(CNCCc2ccccc2F)ccc1OCC(=O)N1CCCCC1 do in these assays?
GSIS activator: -4.0; PAX8 reporter: 2.6; EWS-Fli inh: 11.1; FN deposition inh: -1.8; F508del corr: -4.9

Results for COc1cccc(-c2ccc3c(c2)O[C@H](CN(C)C(=O)C2CCC2)[C@@H](C)CN([C@@H](C)CO)S3(=O)=O)c1 ?
DENV2 CPE: -6.4; miR-122 sensor: 45.7[16.7 µM]; GSIS activator: -17.9; EWS-Fli inh: -2.3; F508del corr: -0.7

How did Cc1ccccc1NS(=O)(=O)c1ccc(C(=O)N2CC(C)OC(C)C2)cc1 (stereo not drawn) do in these assays?
DENV2 CPE: 11.0; miR-122 sensor: -3.8; GSIS activator: -21.9; PAX8 reporter: 3.2; EWS-Fli inh: 1.6; FN deposition inh: -1.8; F508del corr: 0.6

Results for CC(=O)N1[C@@H]2c3ccc(C4=CCCC4)c(=O)n3C[C@H]1[C@H](CO)[C@H]2C(=O)NC1CCC1 ?
DENV2 CPE: -1.3; miR-122 sensor: -7.0[16.7 µM]; GSIS activator: 4.6; EWS-Fli inh: -1.7; FN deposition inh: -15.8; F508del corr: -0.7

What do the screens show for `CC(C)c1csc(CN2CCN(CCc3ccccc3)C(CCO)C2)n1` (stereo not drawn)?
DENV2 CPE: -2.9; GSIS activator: -5.7; PAX8 reporter: 13.0; EWS-Fli inh: 9.7; FN deposition inh: -2.7; F508del corr: 1.3

Results for CN(C[C@H]1[C@@H](c2ccccc2)[C@@H](CO)N1Cc1ccccn1)S(C)(=O)=O ?
DENV2 CPE: 18.1; miR-122 sensor: 50.0[16.7 µM]; GSIS activator: -0.6; PAX8 reporter: -13.3; EWS-Fli inh: -2.2; FN deposition inh: -4.3; F508del corr: 4.6

Entries listed so far that contain an aryl methoxy group, in the order listed:
How did COc1ccccc1NC(=O)CSc1nnc(C)o1 do in these assays?
miR-122 sensor: -1.4; PAX8 reporter: -3.6; FN deposition inh: -4.8

How did COc1cc(CNCCc2ccccc2F)ccc1OCC(=O)N1CCCCC1 do in these assays?
GSIS activator: -4.0; PAX8 reporter: 2.6; EWS-Fli inh: 11.1; FN deposition inh: -1.8; F508del corr: -4.9

Results for COc1cccc(-c2ccc3c(c2)O[C@H](CN(C)C(=O)C2CCC2)[C@@H](C)CN([C@@H](C)CO)S3(=O)=O)c1 ?
DENV2 CPE: -6.4; miR-122 sensor: 45.7[16.7 µM]; GSIS activator: -17.9; EWS-Fli inh: -2.3; F508del corr: -0.7

(continued)
What do the screens show for `CCOC(=O)c1nnn2c1nc(N(CC)CC)c1ccccc12`?
DENV2 CPE: 8.2; miR-122 sensor: -5.0; GSIS activator: 10.2; PAX8 reporter: 14.9; EWS-Fli inh: 11.9; FN deposition inh: 9.9; F508del corr: -0.4

Results for COc1cccc(C2C(C(C)=O)=C(O)C(=O)N2Cc2ccco2)c1 (stereo not drawn) ?
miR-122 sensor: -1.5; PAX8 reporter: 13.9; FN deposition inh: -2.8

Results for CN(C)c1ccc(C(=O)Nc2nnc(-c3ccc(Cl)cc3)o2)cc1 ?
DENV2 CPE: 16.4; miR-122 sensor: 2.0; GSIS activator: -8.8; PAX8 reporter: -9.9; EWS-Fli inh: 4.7; FN deposition inh: -0.4; F508del corr: -3.5

Results for O=C(Nc1ccncc1)c1cc(S(=O)(=O)N2CCOCC2)ccc1Cl ?
DENV2 CPE: -13.5; miR-122 sensor: -6.8; GSIS activator: 11.4; PAX8 reporter: -25.1; EWS-Fli inh: 1.5; FN deposition inh: 22.9; F508del corr: 1.6

Results for O=C(c1ccncc1)N1CC(=O)N2[C@H](CO)[C@@H](c3ccc(-c4ccccc4)cc3)[C@H]2C1 ?
DENV2 CPE: -3.4; GSIS activator: 7.6; PAX8 reporter: 18.4; EWS-Fli inh: 3.1; F508del corr: -1.2

Results for Cc1cc(C)c2cc(C#N)c(NCCCNC(=O)CCC(=O)O)nc2c1 ?
miR-122 sensor: 12.8; PAX8 reporter: 6.6; FN deposition inh: 5.5

What do the screens show for `CNC[C@H]1Oc2c(NC(=O)Nc3ccc(C(F)(F)F)cc3)cccc2C(=O)N([C@H](C)CO)C[C@@H]1C`?
DENV2 CPE: 3.5; miR-122 sensor: 2.7[16.7 µM]; GSIS activator: -20.4; PAX8 reporter: -16.4; EWS-Fli inh: -13.1; FN deposition inh: -0.9; F508del corr: 1.0

What do the screens show for `CCc1sc(N2[C@H](C#N)[C@H](c3ccccc3-c3cccc(F)c3)[C@H]2CO)nc1C`?
DENV2 CPE: -9.6; GSIS activator: -3.6; EWS-Fli inh: -1.6; FN deposition inh: -4.5; F508del corr: 5.2

What do the screens show for `C#CCSc1n[nH]c(-c2ccco2)n1`?
DENV2 CPE: -1.6; miR-122 sensor: 5.7; GSIS activator: -13.5; PAX8 reporter: 19.2; EWS-Fli inh: -2.3; FN deposition inh: 0.0; F508del corr: 0.4

Results for C[C@@H]1CN([C@@H](C)CO)C(=O)c2cc(NC(=O)Nc3ccccc3)ccc2O[C@@H](C)CCCCO[C@H]1CN(C)C(=O)CCCN(C)C ?
DENV2 CPE: -5.4; miR-122 sensor: 2.0[16.7 µM]; GSIS activator: -0.3; PAX8 reporter: -21.7; EWS-Fli inh: -9.8; FN deposition inh: 1.3; F508del corr: -1.4

Results for Cc1ccccc1NC(=O)NNC(=O)CCc1ccccc1 ?
DENV2 CPE: 11.0; miR-122 sensor: 1.1; GSIS activator: 5.5; PAX8 reporter: -17.5; EWS-Fli inh: -2.1; F508del corr: 0.7

Results for CNC(=S)Nc1ccc(C(N)=O)cc1 ?
DENV2 CPE: 3.1; miR-122 sensor: 0.7; GSIS activator: 1.4; PAX8 reporter: -12.8; EWS-Fli inh: 6.2; FN deposition inh: 1.4; F508del corr: -0.2

Results for Cc1ccc(S(=O)(=O)N(C)C[C@H]2Oc3ccc(NC(=O)Nc4cccc5ccccc45)cc3CC(=O)N([C@@H](C)CO)C[C@@H]2C)cc1 ?
DENV2 CPE: 2.0; miR-122 sensor: -13.3[16.7 µM]; GSIS activator: 8.2; EWS-Fli inh: 10.5; F508del corr: -4.9

How did CC(C)NC(=O)Nc1ccc2c(c1)CC(=O)N([C@@H](C)CO)C[C@H](C)[C@@H](CN(C)S(=O)(=O)c1ccc(Cl)cc1)O2 do in these assays?
DENV2 CPE: 15.1; miR-122 sensor: -1.0[16.7 µM]; GSIS activator: -3.3; PAX8 reporter: -3.2; EWS-Fli inh: -2.6; FN deposition inh: -6.6; F508del corr: 1.8

Results for COc1ccc2[nH]c3c(c2c1)CCN1C(=O)C(CC(=O)NCCCn2ccnc2)C[C@H](C(=O)N2CCCCC2)[C@@]31C (stereo partly drawn) ?
DENV2 CPE: -1.1; GSIS activator: -8.7; PAX8 reporter: -21.2; EWS-Fli inh: -4.8; FN deposition inh: 0.6; F508del corr: 0.7

What do the screens show for `N/C(=N\OC(=O)CCCOc1ccc(Cl)cc1Cl)c1ccccn1`?
DENV2 CPE: 0.5; PAX8 reporter: -19.5; EWS-Fli inh: -3.1; FN deposition inh: 0.0; F508del corr: 0.8

What do the screens show for `O=C1/C(=C/c2cccs2)Cc2ccccc21`?
miR-122 sensor: -8.3; GSIS activator: 21.6; PAX8 reporter: -2.6; FN deposition inh: 4.1

How did COc1cccc(NC(=O)N2CCCC2C(=O)NC(C)C)c1 (stereo not drawn) do in these assays?
miR-122 sensor: -3.2; PAX8 reporter: 1.3; FN deposition inh: 9.2

How did CC(NC(=O)c1cc2ccccc2oc1=O)c1ccccc1 (stereo not drawn) do in these assays?
DENV2 CPE: 4.2; miR-122 sensor: -4.6; GSIS activator: -2.6; PAX8 reporter: -57.5; EWS-Fli inh: -48.7; FN deposition inh: 3.9; F508del corr: -2.2

Results for O=c1c2ccccc2nc2n1C(CBr)CN2 (stereo not drawn) ?
DENV2 CPE: -6.2; miR-122 sensor: -1.3; GSIS activator: 16.7; PAX8 reporter: -7.2; EWS-Fli inh: 1.9; FN deposition inh: -35.2; F508del corr: 0.8

How did Cc1ccc(N(CC(=O)N2CC(=O)Nc3ccccc32)S(=O)(=O)c2ccc3c(c2)OCCO3)cc1 do in these assays?
miR-122 sensor: 35.5; GSIS activator: -9.1; PAX8 reporter: 20.3; FN deposition inh: 9.5

How did COC(=O)/C=C/c1ccc2c(c1)S(=O)(=O)N(c1cccc(OC)c1)[C@H]2CC(=O)OC do in these assays?
DENV2 CPE: -1.8; miR-122 sensor: 1.0; GSIS activator: 14.5; PAX8 reporter: 6.0; EWS-Fli inh: -7.4; FN deposition inh: 8.0; F508del corr: -2.0

What do the screens show for `Cc1csc(=O)n1CCC(=O)N(C)Cc1c(F)cccc1Cl`?
DENV2 CPE: 5.0; miR-122 sensor: 17.9; PAX8 reporter: -1.5; EWS-Fli inh: 6.9; FN deposition inh: 6.4; F508del corr: -1.7

How did CO[C@H]1CN(C)C(=O)c2ccc(NC(=O)Nc3ccc(Cl)cc3)cc2OC[C@H](C)N(C(=O)Nc2c(C)noc2C)C[C@H]1C do in these assays?
DENV2 CPE: -2.4; GSIS activator: 0.0; PAX8 reporter: 3.3; EWS-Fli inh: -2.0; FN deposition inh: -0.3; F508del corr: 2.1

Results for CC(=O)N[C@@H](CS)C(=O)O ?
DENV2 CPE: inconclusive; miR-122 sensor: 1.7; PAX8 reporter: 24.0; EWS-Fli inh: 2.4; FN deposition inh: -7.9; F508del corr: 0.5

What do the screens show for `C=CCn1c(NC(=O)CC)c(C(=O)OCC)sc1=S`?
miR-122 sensor: -3.1; PAX8 reporter: 1.4; FN deposition inh: 9.3

What do the screens show for `O=C(COC(=O)c1cnccn1)c1ccc(C2CCCCC2)cc1`?
DENV2 CPE: -1.3; GSIS activator: -7.0; PAX8 reporter: -1.5; EWS-Fli inh: -9.3; FN deposition inh: -5.0; F508del corr: -1.1
